Screens (PubChem BioAssay)
miR-122 sensor: miR-122 Renilla sensor signal increase in Huh7, primary screen, miR-122 inhibitor project, cell-based, single point, plate reader | activation (reporter increase), % at 12.5 µM | AID 602342, 2012 | actives 0.3% (n = 340,000) | Huh7 miR-122 Renilla luciferase sensor, 48 h; neutral wells = 0, positive control = 100;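 active = mean replicate activation score at least 90 and every replicate individually at or above 90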;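 also: higher luciferase means less miR-122 activity so hits act as miR-122 inhibitors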
INS-1E GSIS act: GLuc luminescence reporter in INS-1E cells, primary screen for activators of glucose-dependent secretion of insulin. INS-1E GLuc reporter insulin secretion, 2-3 h. activation, % at 16.6 µM. actives 0.61% (n = 370,000);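 active = lowest replicate activation of at least 40%, so every replicate reaches that level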;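 also: 0% = median of neutral control wells and 100% = median of IBMX positive control wells; some compounds called inactive have numbers as strong as hits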
Numbers without * were called inactive. Some of the compounds tested, so the mix of outcomes need not match the whole.

entry | Molecule | miR-122 sensor | INS-1E GSIS act
1 | COC(=O)CSc1nnc(CNc2ccc(Cl)cc2)n1Cc1ccccc1 | -8 | -17
2 | CCOC(=O)C(C(=O)OCC)C1N=C(N)N=C2Oc3ccccc3N21 (configuration not stated) | -1 | 10
3 | COc1ccccc1NC(=O)CSc1nnc(-c2ccc(NC(C)=O)cc2)n1C | 8 | -2
4 | CN(C)C(=O)N1CCCC(C(=O)NCc2ccccc2)C1 (configuration not stated) | 2 | -1
5 | CC1CCN(C(=O)c2ccc(-n3cnnn3)cc2)CC1 | 0 | -5
6 | COC(=O)Cn1ncn2c(cc3oc(C)cc32)c1=O | -2 | 12
7 | CCOC(=O)C1=C(C)NC2=C(C(=O)CCC2)C1c1cccs1 (configuration not stated) | -8 | 8
8 | Cc1cc(C)c2c(=O)[nH]c(SCC(=O)c3ccc(C(C)C)cc3)nc2n1 | 1 | -18
9 | O=C(Cn1ccc(C(F)(F)F)n1)Nc1ccc(S(=O)(=O)NCc2ccco2)cc1 | 8 | 7
10 | O=C(NCc1cccnc1)C(=O)NCC(c1ccco1)N1CCN(c2ccc(F)cc2)CC1 (configuration not stated) | 0 | 0
11 | Cc1onc(-c2ccccc2Cl)c1C(=O)Nc1cccc2cccnc12 | -11 | 14
12 | Cc1ccc(-c2nc(N/N=C/c3cccc([N+](=O)[O-])c3)c3ccccc3n2)cc1 | 5 | 6
13 | CCc1nnc(NC(=O)CSc2nnc(-c3c[nH]c4ccccc34)n2CC)s1 | -4 | 0
14 | CN(C)S(=O)(=O)c1cccc2nsnc12 | -5 | 0
15 | O=C1NC(=O)C(c2cn(-c3ccccc3)nc2-c2ccc(F)cc2)N1 (configuration not stated) | -10 | -11
16 | O=C1CC(c2ccco2)CC2=C1C1c3ccccc3C(=O)N1c1ccccc1N2 (configuration not stated) | 22 | 7
17 | Cc1cccc(N2C(=O)N(c3ccccc3C)C3CS(=O)(=O)CC32)c1 (configuration not stated) | 9 | 7
18 | N/C(=N\OC(=O)C1CCCCC1)c1ccccn1 | 12 | 1
19 | COc1ccc(C2NC(=O)NC(O)(C(F)(F)F)C2C(=O)c2ccc(C)cc2)cc1 (configuration not stated) | 4 | -3
20 | Fc1c(F)c(C(F)(F)F)c(F)c(F)c1N1CCN(c2ccc3nnc(C(F)(F)F)n3n2)CC1 | 0 | 57*
21 | CC1(C)Cc2ccccc2C(N/N=C/c2cccc(F)c2)=N1 | -1 | 0
22 | CCc1c(C)n([O-])c2c([n+]1=O)CCC2 | 3 | 18
23 | CCC(=O)Nc1cc(SCCO)cc([N+](=O)[O-])c1 | -1 | 9
24 | O=C(Nc1ccc(Cc2ccc(NC(=O)C3CC3)c(O)c2)cc1O)C1CC1 | 0 | -4
25 | COc1cccc(NC(=O)CSc2nc3n[nH]c(C)c3c(=N)n2-c2cccc(OC)c2)c1 | 5 | -34
26 | Cc1onc(-c2ccccc2)c1C(=O)n1cc(Br)cn1 | 2 | 4
27 | O=C(O)c1ccc(S(=O)(=O)c2ccc3c(c2)C(=O)N(Cc2ccco2)C3=O)cc1 | -5 | 11
28 | COc1ccccc1CNC(=O)c1cnccn1 | -2 | 16
29 | COc1ccc(CNc2ccc3c(c2)ncn3-c2ccccc2OC)cc1 | -2 | -1
30 | CC(C)(C)C1C=C(Sc2ccccc2)C(=O)O1 (configuration not stated) | -2 | 2
31 | CSc1nc2c(c(=O)n1Cc1ccccc1)SC(C)C2 (configuration not stated) | -2 | 45*
32 | CSC1=N/C(=C\c2ccc(C)s2)C(=O)S1 | 1 | -10
33 | Cc1occc1C(=O)Nc1nnc(-c2ccncc2)s1 | -4 | 15
34 | Cc1nc(C)c(C(=O)Nc2ccccc2)s1 | 2 | 23
35 | Cc1ccc(NC(=O)/C=C/C(=O)O)c([N+](=O)[O-])c1 | -13 | 0
36 | CCCCc1c(O)n2c(nc3ccccc32)[nH]c1=O | -1 | 2
37 | CN(C)CCn1c(C(=O)O)cc2ccccc21 | -4 | 11
38 | COC(=O)C1=CNC=C(C(=O)OC)C1c1cccc(OC)c1 | -1 | 8
39 | O=S(=O)(c1ccc(OCC(O)CNCc2ccco2)c(Cl)c1)N1CCOCC1 (configuration not stated) | -6 | -4
40 | Cc1ccccc1N1CCN(S(=O)(=O)c2ccccc2)CC1 | -1 | -18

4 entries from above, ordered by SMILES length, smallest number first.
entry | Molecule | miR-122 sensor | INS-1E GSIS act
37 | CN(C)CCn1c(C(=O)O)cc2ccccc21 | -4 | 11
30 | CC(C)(C)C1C=C(Sc2ccccc2)C(=O)O1 (configuration not stated) | -2 | 2
38 | COC(=O)C1=CNC=C(C(=O)OC)C1c1cccc(OC)c1 | -1 | 8
25 | COc1cccc(NC(=O)CSc2nc3n[nH]c(C)c3c(=N)n2-c2cccc(OC)c2)c1 | 5 | -34

Reprinted at random: six records from the list.
entry | Molecule | miR-122 sensor | INS-1E GSIS act
37 | CN(C)CCn1c(C(=O)O)cc2ccccc21 | -4 | 11
27 | O=C(O)c1ccc(S(=O)(=O)c2ccc3c(c2)C(=O)N(Cc2ccco2)C3=O)cc1 | -5 | 11
34 | Cc1nc(C)c(C(=O)Nc2ccccc2)s1 | 2 | 23
36 | CCCCc1c(O)n2c(nc3ccccc32)[nH]c1=O | -1 | 2
38 | COC(=O)C1=CNC=C(C(=O)OC)C1c1cccc(OC)c1 | -1 | 8
40 | Cc1ccccc1N1CCN(S(=O)(=O)c2ccccc2)CC1 | -1 | -18

(further entries)
entry | Molecule | miR-122 sensor | INS-1E GSIS act
41 | CCC(C)(C)NC(=O)CN(C(=O)c1snc(C(N)=O)c1N)c1ccc2c(c1)OCO2 | -3 | -1
42 | N#C/C(=C\c1c(N2CCCCCC2)nc2ccccn2c1=O)C(=O)NC1CCS(=O)(=O)C1 (configuration not stated) | -7 | -1
43 | COc1cc(OC)nc(NC(=O)NS(=O)(=O)c2ccc(OC(F)(F)F)cc2)n1 | -6 | 9
44 | COc1ccc(C(CNC(=O)c2ccc(N3CCCC3=O)cc2)N(C)C)cc1 (configuration not stated) | -12 | -2
45 | CC(C)(C)N1C(=O)[C@H]2[C@@H](c3ccc(Br)cc3)N3C(=O)N(c4ccc(Br)cc4)C(=O)[C@@]3(Cc3ccccc3)[C@H]2C1=O | -3 | 3
46 | CC(Sc1nnc(C(C)N(C)C)n1-c1ccc(Cl)cc1)C(=O)Nc1ccc2c(c1)OCO2 (configuration not stated) | -3 | -10
47 | COc1ccc(-c2oc3ncn(Cc4ccco4)c(=N)c3c2-c2ccc(OC)cc2)cc1 | 3 | -39
48 | CCOC(=O)C1(P(=O)(c2ccccc2)c2ccccc2)CCC1 | -2 | 20
49 | COc1ccc(C(c2nnnn2CC2CCCO2)N2CCN(c3ccc(F)cc3)CC2)cc1 (configuration not stated) | 4 | -13
50 | COc1ccccc1C(c1nnnn1C(C)(C)C)N1CCCCCC1 (configuration not stated) | 0 | 11
51 | CCOc1ccc(NC(=O)C2CCCN(C(=O)Nc3ccccc3)C2)cc1 (configuration not stated) | -3 | -9
52 | CCOC(=O)c1c(C)c(C(=O)Nc2ccccc2)c(C)n1CC | 1 | 12
53 | Cc1[nH]c(=O)[nH]c(=O)c1/C=N/NC(=O)[C@@H](NC(=O)OC(C)(C)C)C(C)C | 8 | 11
54 | Cc1cccc(-c2noc(CN(C(=O)CCc3ccccc3)C(C)C)n2)c1 | 2 | -18
55 | Cn1c(NCc2c[nH]c3ccccc23)nc2ccccc21 | 14 | -14
56 | O=C(COc1ccc(S(=O)(=O)N2CCOCC2)cc1)NC1CCCC1 | 1 | -8
57 | Cc1nc(NS(=O)(=O)c2ccccc2)sc1NC(=O)OCCN(C)C | -3 | 16
58 | CCOC(=O)C1=C(C)N=C2SCCC(=O)N2C1c1cccs1 (configuration not stated) | -8 | 4
59 | CSc1nc(C)c(CCOC(=O)c2cccc(Cl)c2)c(=O)[nH]1 | 2 | -10
60 | O=C(NC1CCCCC1)C12CC3CC(C1)CC(n1cncn1)(C3)C2 | -2 | 8

Looked up above:
`COc1ccccc1C(c1nnnn1C(C)(C)C)N1CCCCCC1` (configuration not stated) | miR-122 sensor: 0
`CSc1nc(C)c(CCOC(=O)c2cccc(Cl)c2)c(=O)[nH]1` | miR-122 sensor: 2

Other entries follow:
entry | Molecule | miR-122 sensor | INS-1E GSIS act
61 | CCOc1ccc(NC(=O)NCC2CCN(c3ccc(OC)cc3)C2)cc1 (configuration not stated) | 0 | 6
62 | COc1ccc(-n2ncc3c(NCC(C)C)ncnc32)cc1 | -3 | -15
63 | COC(=O)[C@H](C(C)C)n1c(C)c(C(C)=O)c(C(C)=O)c1C | 1 | -2
64 | COc1ccc(Cl)cc1NC(=O)Nc1ccc(Br)cn1 | 33 | -10
65 | O=C(c1cccc([N+](=O)[O-])c1)N1CCCN(C(=O)c2cccc([N+](=O)[O-])c2)CC1 | 1 | -8
66 | CC(C)(C)c1ccc(OCCN2CCCC2)cc1 | 7 | -2
67 | Cc1sc(NC(=O)c2ccc(OCC(C)C)cc2)c(C(N)=O)c1-c1ccc(Cl)cc1Cl | -2 | -12
68 | O=c1cc(CN2CCN(c3ccccc3O)CC2)nc2sccn12 | -5 | 2
69 | CSCCC(NS(=O)(=O)c1cccs1)C(=O)NCc1cccs1 (configuration not stated) | 14 | 32
70 | O=C(NCc1ccc(F)cc1)c1ccc(CS(=O)(=O)Cc2ccc(F)cc2)o1 | -4 | -22
71 | C=CCn1c(SCc2nc3ccccc3[nH]2)nnc1-c1ccc(OC)cc1 | 2 | 1
72 | O=c1[nH]c(SCc2ccccc2)nnc1-c1ccccc1 | 6 | 23
73 | CCOc1ccc(NS(=O)(=O)c2ccc(NC(=O)C3CCCO3)cc2)cc1 (configuration not stated) | -3 | -10
74 | CC(Oc1ccccc1Cl)C(=O)/C=C/N(C)C (configuration not stated) | 1 | 11
75 | Cc1cc(NC(=O)c2c(Cl)cnn2C)no1 | 0 | -4
76 | C=CCn1c(SC)nnc1-c1cccc([N+](=O)[O-])c1 | 0 | 10
77 | COc1ccc(/C=c2/sc3n(c2=O)NC2(c4ccccc4)N(C)C(=O)N(C)C2(c2ccccc2)N=3)cc1 (configuration not stated) | -3 | 1
78 | c1ccc(-c2nnc(-c3ccccc3)o2)cc1 | 7 | 2
79 | COCCNC(=O)C(C)OC(=O)c1nsc(Cl)c1Cl (configuration not stated) | 1 | 19
80 | O=C1C2C3C=CC(C3)C2C(=O)N1CNc1ccccn1 (configuration not stated) | 3 | 37

The last 5 entries of the section before open the next one:
entry | Molecule | miR-122 sensor | INS-1E GSIS act
76 | C=CCn1c(SC)nnc1-c1cccc([N+](=O)[O-])c1 | 0 | 10
77 | COc1ccc(/C=c2/sc3n(c2=O)NC2(c4ccccc4)N(C)C(=O)N(C)C2(c2ccccc2)N=3)cc1 (configuration not stated) | -3 | 1
78 | c1ccc(-c2nnc(-c3ccccc3)o2)cc1 | 7 | 2
79 | COCCNC(=O)C(C)OC(=O)c1nsc(Cl)c1Cl (configuration not stated) | 1 | 19
80 | O=C1C2C3C=CC(C3)C2C(=O)N1CNc1ccccn1 (configuration not stated) | 3 | 37
81 | Cc1cc([N+](=O)[O-])ccc1N(C)C | -7 | 4
82 | CCc1cc2cc(C)ccc2nc1SCC(=O)N1CCN(C(=O)c2ccco2)CC1 | -6 | -49
83 | CCOC(=O)C1=C(CSc2n[nH]c(N)n2)NC(=O)NC1C (configuration not stated) | -1 | 8
84 | O=C(COc1ccc(S(=O)(=O)NC2CCCCC2)cc1)NC1CCCCC1 | 86 | -11
85 | COc1ccc(N2CCN(Cc3cc(=O)oc4ccc5ccccc5c34)CC2)cc1 | -5 | -53
86 | CC1CCCC(C)N1CC(O)COCC1COc2ccccc2O1 (configuration not stated) | 5 | -6
87 | COc1ccccc1NC(=O)CCc1c(C)[nH]c(=O)c(C#N)c1C | -2 | 22
88 | Cc1cc(C(F)(F)F)nn1Cc1ccc(C(=O)NCc2ccco2)o1 | -8 | -30
89 | O=C(CN(Cc1cccs1)C(=O)CNS(=O)(=O)c1ccc(F)cc1)NCc1ccco1 | 1 | -12
90 | O=C(CSc1nnc(-c2ccccc2O)o1)N1CCc2ccccc2C1 | 4 | -1
91 | COc1ccc(C(=O)CN2C(=O)NC(C)(c3ccccc3)C2=O)cc1OC (configuration not stated) | 18 | 25
92 | CCC(C)(NC(=O)c1ccccc1)C(=O)O (configuration not stated) | 1 | -2
93 | CCC1CCCCN1C(=O)Cn1c(=O)n(CCC(=O)NCc2ccco2)c(=O)c2sccc21 (configuration not stated) | 10 | 10
94 | CCCOc1ccc(C(=O)N2CCCC2C(=O)O)cc1 (configuration not stated) | -4 | 3
95 | CCOC(=O)C(NCCCO)c1ccccc1 (configuration not stated) | -6 | 17
96 | NC(=O)c1ccsc1NC(=O)CSc1nnc(C2CC2)n1Cc1ccccc1 | 1 | 5
97 | CCn1c(SC(C)C(=O)O)nc2sc3c(c2c1=O)CCC3 (configuration not stated) | 0 | 15
98 | CC(=O)c1cc(C#N)c(SCc2ccc(F)cc2)nc1C | -3 | -11
99 | CC(C)SCCCCOc1ccc2ccccc2c1 | 1 | -22
100 | CN(CC(=O)Nc1nc2ccccc2s1)S(=O)(=O)c1ccccc1 | -1 | 5
101 | COCCCn1c2nc3ccccc3nc2c2c(=O)n(Cc3ccc(Cl)cc3)cnc21 | 5 | 8
102 | CCC(C)NC(=O)C1CCN(S(=O)(=O)c2cccs2)CC1 (configuration not stated) | -2 | -7
103 | COc1ccc(Oc2ccc(N/C=C3\CCCC3=O)cc2)cc1 | -36 | -3
104 | Clc1ccc(CSc2nnc(/C=C/c3ccccc3)o2)c(Cl)c1 | -2 | 7
105 | CCOC(=O)c1ccc(N2C(=O)CC(N3CC(C)OC(C)C3)C2=O)cc1 (configuration not stated) | -1 | 9
106 | CN(C(=O)CSc1nnc(N)s1)c1c(N)n(Cc2ccccc2)c(=O)[nH]c1=O | 2 | 1
107 | COc1ccc(Cl)cc1NC(=O)c1noc(C)c1[N+](=O)[O-] | -1 | 9
108 | CCOc1ccc2c(C)cc(=O)oc2c1OCC | -5 | 17
